SRC3 TRFRET art = counter-screen for PPARgamma SRC-3 recruitment agonists: TR-FRET artefact. PPARgamma/SRC-3 format; stronger effect = higher value. TR-FRET ratio at 8 µM. 0.39% of 99,000 active. AID 1048; in the data active means TR-FRET ratio above about 2000; further: inactives centre near 1600; reference of the scale not given here
SRC1 TRFRET art = flags TR-FRET format artefacts in PPARgamma SRC-1 recruitment agonist screen | TR-FRET detection artefact counter-screen, emission ratio; stronger effect = higher value | TR-FRET ratio at 8 µM | 0.34% of 99,000 active | AID 1051; in the data active means TR-FRET ratio above about 2300; further: inactives centre near 1800; reference of the scale not given here
The depositor's hits bear a star. The list is partial. The share of hits here may be higher or lower than overall.

Results for Cc1cc(NC(=O)c2c(Cl)cccc2Cl)no1 ?
SRC3 TRFRET art: 1409; SRC1 TRFRET art: 1651

Results for O=C(NC1CCCC1)c1cccc(Cl)c1 ?
SRC3 TRFRET art: 1608; SRC1 TRFRET art: 1795

How did CCOC(=O)c1c(-c2ccc(C)cc2)csc1NC1=NS(=O)(=O)c2ccccc21 do in these assays?
SRC3 TRFRET art: 1422; SRC1 TRFRET art: 1687

Results for O=C(COC(=O)c1ccccc1Nc1ccccc1)NCc1ccccc1 ?
SRC3 TRFRET art: 1403; SRC1 TRFRET art: 1727

Results for Cc1ccc(S(=O)(=O)Nc2cc(C(C(=O)OC(C)C)C(=O)C(F)(F)F)c(O)c3ccccc23)c(C)c1 (stereo not drawn) ?
SRC3 TRFRET art: 1617; SRC1 TRFRET art: 1580

Results for Cc1cc(=O)[nH]c(N/N=C/c2c(O)n(-c3ccccc3)c(=O)c3ccccc23)n1 ?
SRC3 TRFRET art: 1769; SRC1 TRFRET art: 2168

Results for CNC(=O)NC(=O)C(C)OC(=O)CCCc1nc2ccccc2s1 (stereo not drawn) ?
SRC3 TRFRET art: 1475; SRC1 TRFRET art: 1860

How did COc1ccc(C(=O)NCCc2ccc(F)cc2)cc1OC do in these assays?
SRC3 TRFRET art: 1677; SRC1 TRFRET art: 1996

Results for O=C(NCc1ccc(Cl)cc1)c1ccccc1CCc1ccccc1 ?
SRC3 TRFRET art: 1524; SRC1 TRFRET art: 1984

Results for CCC(C)(C)NC(=O)CN(Cc1cccs1)C(=O)CNS(=O)(=O)c1ccc(F)cc1 ?
SRC3 TRFRET art: 1498; SRC1 TRFRET art: 1693

How did CCOc1ccc(C(=O)c2cc([N+](=O)[O-])ccc2N2CCOCC2)cc1 do in these assays?
SRC3 TRFRET art: 1565; SRC1 TRFRET art: 1881

How did CN(C)S(=O)(=O)c1ccc2c(c1)nc(CCC(=O)Nc1ccc3c(c1)OCO3)n2C do in these assays?
SRC3 TRFRET art: 1678; SRC1 TRFRET art: 1739

What do the screens show for `COc1ccccc1S(=O)(=O)Cc1ccc(C(=O)NCC2CCCO2)o1` (stereo not drawn)?
SRC3 TRFRET art: 1617; SRC1 TRFRET art: 1614

How did O=C(Nc1cccc(S(=O)(=O)Nc2ccc(Cl)cc2)c1)c1ccc2c(c1)OCCO2 do in these assays?
SRC3 TRFRET art: 1625; SRC1 TRFRET art: 1740

How did Cc1cc(Cl)ccc1NC(=S)N1CCC(C(N)=O)(N2CCCCC2)CC1 do in these assays?
SRC3 TRFRET art: 1661; SRC1 TRFRET art: 1822

How did Cc1cc(=O)c2n(Cc3ccc(Cl)cc3)nc[n+]2[nH]1 do in these assays?
SRC3 TRFRET art: 1444; SRC1 TRFRET art: 1844

Results for Nc1nnc(CC(=O)N/N=C\c2cc([N+](=O)[O-])ccc2O)s1 ?
SRC3 TRFRET art: 1612; SRC1 TRFRET art: 1742

How did O=C(NCCCO)C(=O)NCc1ccccn1 do in these assays?
SRC3 TRFRET art: 1334; SRC1 TRFRET art: 1728

What do the screens show for `O=[N+]([O-])c1ccc(/C=N/N=C/c2ccc([N+](=O)[O-])o2)o1`?
SRC3 TRFRET art: 1833; SRC1 TRFRET art: 1701

What do the screens show for `CCOc1ccc(-n2c(SCC(=O)c3c(N)n(C)c(=O)n(C)c3=O)nnc2-c2cccnc2)cc1`?
SRC3 TRFRET art: 1749; SRC1 TRFRET art: 1782

Of the compounds above, these have a Cl atom:
Results for Cc1cc(NC(=O)c2c(Cl)cccc2Cl)no1 ?
SRC3 TRFRET art: 1409; SRC1 TRFRET art: 1651

Results for O=C(NC1CCCC1)c1cccc(Cl)c1 ?
SRC3 TRFRET art: 1608; SRC1 TRFRET art: 1795

Results for O=C(NCc1ccc(Cl)cc1)c1ccccc1CCc1ccccc1 ?
SRC3 TRFRET art: 1524; SRC1 TRFRET art: 1984

How did O=C(Nc1cccc(S(=O)(=O)Nc2ccc(Cl)cc2)c1)c1ccc2c(c1)OCCO2 do in these assays?
SRC3 TRFRET art: 1625; SRC1 TRFRET art: 1740

How did Cc1cc(Cl)ccc1NC(=S)N1CCC(C(N)=O)(N2CCCCC2)CC1 do in these assays?
SRC3 TRFRET art: 1661; SRC1 TRFRET art: 1822

How did Cc1cc(=O)c2n(Cc3ccc(Cl)cc3)nc[n+]2[nH]1 do in these assays?
SRC3 TRFRET art: 1444; SRC1 TRFRET art: 1844

Other structures
How did CC(C)(C)N1CSC(=S)N(Cc2ccccc2)C1 do in these assays?
SRC3 TRFRET art: 1653; SRC1 TRFRET art: 1732

Results for CC(=O)Nc1ccc(/C=N/Nc2nc3ccccc3[nH]2)cc1 ?
SRC3 TRFRET art: 1939; SRC1 TRFRET art: 1996

What do the screens show for `Cc1ccc(C2CC(=O)C(C=NCCN3CCN(CC(=O)Nc4cc(C)cc(C)c4)CC3)=C(O)C2)cc1` (stereo not drawn)?
SRC3 TRFRET art: 1284; SRC1 TRFRET art: 1621

What do the screens show for `O=C(NC1CCCCC1)C(=S)N1CCCC1`?
SRC3 TRFRET art: 1468; SRC1 TRFRET art: 1856

What do the screens show for `N#Cc1ccc(/C=C/C(=O)c2ccc3c(c2)OCO3)cc1`?
SRC3 TRFRET art: 1578; SRC1 TRFRET art: 1737

Results for Cc1cc(C)c2c(n1)nn1c(C)c(CCC(=O)NCc3ccco3)c(C)nc21 ?
SRC3 TRFRET art: 1291; SRC1 TRFRET art: 1540

What do the screens show for `COc1ccc(C2Nc3ccccc3C(=O)N2c2ccccc2)cc1CN1CCOCC1` (stereo not drawn)?
SRC3 TRFRET art: 1652; SRC1 TRFRET art: 1886

How did Cc1cc(C)nc(Nc2n[nH]c(COc3ccccc3)n2)n1 do in these assays?
SRC3 TRFRET art: 1620; SRC1 TRFRET art: 1724

How did COc1ccc(CCNC(=O)CSc2ccc(Br)cc2)cc1OC do in these assays?
SRC3 TRFRET art: 1568; SRC1 TRFRET art: 1697

What do the screens show for `CCN1CCN(C(=S)NCc2ccc(C)cc2)CC1`?
SRC3 TRFRET art: 1750; SRC1 TRFRET art: 1825

How did O=C(O)CCc1nn2c3ccccc3n(CCO)c2nc1=O do in these assays?
SRC3 TRFRET art: 1728; SRC1 TRFRET art: 1654

What do the screens show for `COc1cccc(/C=N/NC(=O)Cn2nc(C)c([N+](=O)[O-])c2C)c1O`?
SRC3 TRFRET art: 1366; SRC1 TRFRET art: 2038

How did O=S(=O)(Nc1cccc2ncccc12)c1cccs1 do in these assays?
SRC3 TRFRET art: 1413; SRC1 TRFRET art: 1699

How did OCC[C@@H]1C[C@@H](O)[C@H](O)[C@]2(CCCCO2)O1 do in these assays?
SRC3 TRFRET art: 1393; SRC1 TRFRET art: 1650

Results for COc1ccc(CCn2c(C)nc3ccccc3c2=O)cc1OC ?
SRC3 TRFRET art: 1537; SRC1 TRFRET art: 1839

How did O=C(CC(=O)Nc1ccc(Cl)c(Cl)c1)N/N=C/c1ccc(O)cc1 do in these assays?
SRC3 TRFRET art: 1612; SRC1 TRFRET art: 1700

What do the screens show for `O=C(NCC1CCCN(Cc2ccc3nonc3c2)C1)c1ccc(F)cc1` (stereo not drawn)?
SRC3 TRFRET art: 1333; SRC1 TRFRET art: 1689

Results for Cc1ccc(SCCC(=O)Nc2ccccc2C(=O)N2CCOCC2)cc1 ?
SRC3 TRFRET art: 1409; SRC1 TRFRET art: 1530

Results for O=C(NCC1CCCO1)C1CCN(CC2CCCCC2)CC1 (stereo not drawn) ?
SRC3 TRFRET art: 1376; SRC1 TRFRET art: 1825

What do the screens show for `CC(C)CC(=O)NC(=S)Nc1ccc(Cl)cn1`?
SRC3 TRFRET art: 1574; SRC1 TRFRET art: 1840

Already shown: entries from further up.
How did CC(C)(C)N1CSC(=S)N(Cc2ccccc2)C1 do in these assays?
SRC3 TRFRET art: 1653; SRC1 TRFRET art: 1732

Results for CC(=O)Nc1ccc(/C=N/Nc2nc3ccccc3[nH]2)cc1 ?
SRC3 TRFRET art: 1939; SRC1 TRFRET art: 1996

Other results.
How did Cc1ccc(N(CC(=O)NCC2CCCO2)C(=O)Cn2nnc(-c3cccs3)n2)cc1 (stereo not drawn) do in these assays?
SRC3 TRFRET art: 1624; SRC1 TRFRET art: 1811

What do the screens show for `O=C(Cn1cnc2ccccc2c1=O)Nc1ccccc1N1CCOCC1`?
SRC3 TRFRET art: 1435; SRC1 TRFRET art: 1843

What do the screens show for `Cc1ccc(NC(=O)c2cc(C)n(-c3cccc(C)c3)c2C)cc1`?
SRC3 TRFRET art: 1748; SRC1 TRFRET art: 2028

What do the screens show for `COc1ccc(OC)c(CN2CCCC(C(=O)c3ccccc3SC)C2)c1` (stereo not drawn)?
SRC3 TRFRET art: 1534; SRC1 TRFRET art: 1693

Results for CCc1cc2c(=O)n(CCC(C)C)c(=S)[nH]c2s1 ?
SRC3 TRFRET art: 1765; SRC1 TRFRET art: 2042

What do the screens show for `O=C(Nc1cn(-c2ccccc2)nc1-c1ccc(F)cc1)c1ccccc1`?
SRC3 TRFRET art: 1567; SRC1 TRFRET art: 1709

How did CC(CCc1ccccc1)NC(=O)CCN1N=C(c2ccccc2)CCC1=O (stereo not drawn) do in these assays?
SRC3 TRFRET art: 1730; SRC1 TRFRET art: 2055

What do the screens show for `N#CCC(=O)N/N=C/c1ccc(OCC(=O)Nc2ccc(F)cc2)cc1`?
SRC3 TRFRET art: 1557; SRC1 TRFRET art: 1659

What do the screens show for `O=C(Cc1ccccc1)Nc1ccc(F)cc1`?
SRC3 TRFRET art: 1424; SRC1 TRFRET art: 1894

How did CC(OC(=O)c1cccs1)C(=O)Nc1nc(-c2ccccc2)cs1 (stereo not drawn) do in these assays?
SRC3 TRFRET art: 1417; SRC1 TRFRET art: 1901

Results for COc1cccc(CNC(=O)CC2C(=O)NCCN2Cc2ccoc2)c1OC (stereo not drawn) ?
SRC3 TRFRET art: 1519; SRC1 TRFRET art: 1864

Results for CSc1cccc(NS(=O)(=O)c2cccc3nsnc23)c1 ?
SRC3 TRFRET art: 1578; SRC1 TRFRET art: 1670

What do the screens show for `S=C(Nc1cccnc1)NC1CCCCCCC1`?
SRC3 TRFRET art: 1490; SRC1 TRFRET art: 1870

Results for Cc1cc(C)nc(NC(=S)Nc2ccccc2)n1 ?
SRC3 TRFRET art: 1345; SRC1 TRFRET art: 1945

What do the screens show for `CN(CC(=O)OCC(=O)NCc1ccccc1)S(=O)(=O)c1ccc(Cl)cc1`?
SRC3 TRFRET art: 1547; SRC1 TRFRET art: 1911

How did Cn1c(=O)c2c(SCCN3CCOCC3)nc(C3CCCC3)nc2n(C)c1=O do in these assays?
SRC3 TRFRET art: 1411; SRC1 TRFRET art: 1502

How did Cc1c(Cc2ccccc2)sc(NC(=O)/C=C/c2cccc3ccccc23)c1C(N)=O do in these assays?
SRC3 TRFRET art: 1624; SRC1 TRFRET art: 1602

What do the screens show for `Cc1ccc(NC(=O)Nc2ccc3c(c2)nc(C)n3C)cc1C`?
SRC3 TRFRET art: 1453; SRC1 TRFRET art: 1570

How did CC(=O)NCCOc1nc(N2CCCCC2)nc(N2CCCCC2)n1 do in these assays?
SRC3 TRFRET art: 1765; SRC1 TRFRET art: 1717

Results for Cn1[nH]c(C(F)(F)F)c(C=NCc2ccc(Cl)cc2)c1=O ?
SRC3 TRFRET art: 1328; SRC1 TRFRET art: 1640

Results for C=CCOC(=O)C(=O)/C=C/c1csc2ccccc12 ?
SRC3 TRFRET art: 1485; SRC1 TRFRET art: 1820

What do the screens show for `O=C(NCc1cccnc1)c1cc(Sc2ccccc2Cl)nc2ccccc12`?
SRC3 TRFRET art: 1376; SRC1 TRFRET art: 1749

What do the screens show for `COc1ccc2nc(NC(=O)c3ccccc3-c3ccccc3C(=O)O)sc2c1`?
SRC3 TRFRET art: 1765; SRC1 TRFRET art: 2051

Results for Cc1ccc(NC(=O)Nc2ccccc2)c(Br)c1 ?
SRC3 TRFRET art: 1677; SRC1 TRFRET art: 1773

Results for CSc1nccc(N2CCN(c3ccc(F)cc3)CC2)n1 ?
SRC3 TRFRET art: 1665; SRC1 TRFRET art: 1686

Results for CC(NC(=O)/C=C/c1ccccc1)c1ccccc1 (stereo not drawn) ?
SRC3 TRFRET art: 1539; SRC1 TRFRET art: 1971

How did CC(C)(C)c1cc(OS(C)(=O)=O)ccc1O do in these assays?
SRC3 TRFRET art: 1485; SRC1 TRFRET art: 1808

How did COc1ccc(-n2nc(C(=O)NCC(=O)Nc3cccc(NC(C)=O)c3)c3ccccc3c2=O)cc1 do in these assays?
SRC3 TRFRET art: 1526; SRC1 TRFRET art: 1757

What do the screens show for `Cc1nn(-c2cccc(Cl)c2)c2nc(-c3ccncc3)cc(C(=O)N3CCOCC3)c12`?
SRC3 TRFRET art: 1705; SRC1 TRFRET art: 1819

How did N#Cc1ccsc1NC(=O)COC(=O)c1cc2ccccc2cc1O do in these assays?
SRC3 TRFRET art: 1688; SRC1 TRFRET art: 2010

How did Cc1cc(=O)n(CC(=O)O)c2ccccc12 do in these assays?
SRC3 TRFRET art: 1720; SRC1 TRFRET art: 1987

How did CNC(=O)c1c(Cl)cnn1-c1ccc(C)cc1 do in these assays?
SRC3 TRFRET art: 1616; SRC1 TRFRET art: 1641

What do the screens show for `CCN(CC)C(=O)c1sc(NC(=O)c2ccoc2C)c(C(=O)OC)c1C`?
SRC3 TRFRET art: 1316; SRC1 TRFRET art: 1718

What do the screens show for `O=C(CC1c2ccccc2Oc2ccccc21)Nc1ccccc1F`?
SRC3 TRFRET art: 1456; SRC1 TRFRET art: 1490

How did COCCCNc1nc2nonc2nc1N(C)CC1CCCN1C (stereo not drawn) do in these assays?
SRC3 TRFRET art: 1746; SRC1 TRFRET art: 1969

What do the screens show for `COc1ccc(-c2cc(C(=O)N3CCN(c4ccccc4)CC3)c3ccccc3n2)cc1`?
SRC3 TRFRET art: 1502; SRC1 TRFRET art: 1779

Results for Fc1ccc(-c2ccc(/C=N\n3cnnc3)o2)cc1Cl ?
SRC3 TRFRET art: 1771; SRC1 TRFRET art: 1812

Screening results: PubChem, The Scripps Research Institute Molecular Screening Center
